NPSR antagonist = blocks cAMP signaling of the human neuropeptide S receptor; Q6W5P4; Potency, µM (titrated, usually from 38.3 µM), for the others: top-dose activity change, negative = inhibition, hits mostly inhibitors; actives 1% (n = 220,000); CHO-NPSR cells, cAMP TR-FRET, antagonist mode; note: potency is the fitted concentration of half-maximal effect; % is set by controls: 0 for no effect and ±100 for the full control effect; nearly all actives have a fitted effect of over 50% in size; many of its hits are not listed in these tables
Lamin A splicing = changes lamin A minigene splicing in HeLa cells; HeLa LMNA splicing GFP/RFP minigene ratio, 48 h; actives 0.01% (n = 200,000); Potency, µM (top dose mostly 46.1 µM), for the others: at the highest dose ratio change, negative = inhibition, most hits filed as inhibitors; AID 1487; active = well fitted inhibition curve with a large enough effect in the signal ratio, with a control signal flat, not every such curve was filed as active; inconclusive = small, poorly fitted or top-dose-only effect, or effect the other way, or a change in a side signal; the % refers to the signal ratio; note: potency is the fitted concentration of half-maximal effect; % is set by controls: 0 for no effect and ±100 for the full control effect
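Read-out is the ratio of GFP to DsRed2 object intensity, acquired by 488 nm laser-scanning cytometry on HeLa lamin A-EGFP minigene reporter cells. Compound incubation 48 hrs at 37 °C in Opti-MEM with 2% FBS; DMSO 0.5% final.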
CBFb-RUNX1 inh = CBF-beta/RUNX1 interaction disruption; Q01196+Q13951; AlphaScreen CBFb-His/RUNX1-biotin binding, biochemical; Potency, µM (highest dose often 59.8 µM), inactives show top-dose activity, negative = inhibition, actives largely listed as inhibitors; 230,000 tested, under 10 active; AID 1477; note: % of control where 0% means no effect
Target sequence (Q01196 whole entry, looked up): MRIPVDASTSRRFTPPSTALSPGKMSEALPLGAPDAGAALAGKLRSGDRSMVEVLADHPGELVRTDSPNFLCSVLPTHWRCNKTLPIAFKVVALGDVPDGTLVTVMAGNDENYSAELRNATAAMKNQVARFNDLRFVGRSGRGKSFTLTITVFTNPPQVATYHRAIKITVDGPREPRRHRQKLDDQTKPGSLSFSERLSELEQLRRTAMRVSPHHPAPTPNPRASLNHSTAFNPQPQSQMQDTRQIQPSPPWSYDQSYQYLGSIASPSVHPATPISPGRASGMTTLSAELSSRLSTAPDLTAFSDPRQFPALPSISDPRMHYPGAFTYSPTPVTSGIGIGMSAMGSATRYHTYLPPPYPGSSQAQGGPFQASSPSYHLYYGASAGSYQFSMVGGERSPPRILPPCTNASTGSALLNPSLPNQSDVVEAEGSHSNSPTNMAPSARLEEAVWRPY
Target sequence (Q13951 whole entry, looked up): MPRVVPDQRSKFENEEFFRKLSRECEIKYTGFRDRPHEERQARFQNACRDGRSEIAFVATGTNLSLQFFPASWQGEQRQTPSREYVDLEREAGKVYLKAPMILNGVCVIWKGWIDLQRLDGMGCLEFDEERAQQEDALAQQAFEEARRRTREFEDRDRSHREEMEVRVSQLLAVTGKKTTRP
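Proteins preincubated together for 20 min at RT before compound addition; 15 min later, nickel and streptavidin beads were added and left 90 min prior to AlphaScreen measurement.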
KinaseGlo FLuc = blocks Kinase-Glo luciferase, a counter-screen artifact | Q27757 | Kinase-Glo luciferase, ATP luminescence, 8 min | Potency, µM (titrated, usually from 38.3 µM), for the others: at the highest dose activity change, negative = inhibition, hits mostly inhibitors | actives 0.28% (n = 200,000) | AID 1379; note: potency is the fitted concentration of half-maximal effect; % is set by controls: 0 for no effect and ±100 for the full control effect; nearly all actives have a fitted effect of over 60% in size
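Compounds were added to a substrate mix at pH 7.2 (50 mM imidazole, 10 uM ATP, within the enzyme's linear range), followed by Kinase-Glo detection reagent; luminescence was measured after 8 minutes at ambient temperature.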
GLA spleen mod = alpha-galactosidase A (human) modulation; human spleen homogenate, 4MU-alpha-Gal fluorescence, 40 min; AID 2107; P06280; actives 0.008% (n = 240,000); Potency, µM (highest dose often 80 µM), for the others: top-dose activity change, negative = inhibition, most hits filed as inhibitors;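 note: potency is the fitted concentration of half-maximal effect; 0% = enzyme with vehicle and -100% = no enzyme basal signal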
Target sequence (P06280 32-429 limits assumed): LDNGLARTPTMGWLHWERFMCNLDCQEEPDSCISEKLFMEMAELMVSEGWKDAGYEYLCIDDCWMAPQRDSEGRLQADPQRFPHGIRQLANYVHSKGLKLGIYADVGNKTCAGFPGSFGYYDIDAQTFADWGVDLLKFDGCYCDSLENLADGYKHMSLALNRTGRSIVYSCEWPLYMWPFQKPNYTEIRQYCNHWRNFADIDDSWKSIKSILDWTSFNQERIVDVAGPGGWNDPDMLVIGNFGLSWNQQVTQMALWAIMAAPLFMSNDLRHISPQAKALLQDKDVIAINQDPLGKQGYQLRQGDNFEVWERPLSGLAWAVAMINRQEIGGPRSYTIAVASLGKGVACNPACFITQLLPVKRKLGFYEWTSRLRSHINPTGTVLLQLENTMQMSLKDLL
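qHTS titration in buffer at pH 5.0. Alpha-galactosidase activity in spleen homogenate was measured via 4-methylumbelliferone release from 1 mM fluorogenic substrate after 40 min at 37C and a pH 10 stop. AC50 came from Hill fits of control-normalized data.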
Epigenetic reg = regulators of epigenetic silencing causing reporter derepression in mouse cells; murine LDR cells, GFP reporter derepression, 30 h; AID 1865; Potency, µM (highest dose often 53.9 µM), inactives show top-dose GFP activation, hits mostly activators; actives 0.2% (n = 280,000); note: potency is the fitted concentration of half-maximal effect; % of control where 0% means no effect; nearly all actives have a fitted effect of over 60% in size
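Reporter derepression read as number of fluorescent GFP-positive objects, 20-120 um in size, counted by laser-scanning cytometer. Mouse LDR line with an epigenetically silenced CMV-GFP locus; compound incubation 30 h, 37 C.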
IMPase Li cell = membrane-permeable IMPase blocker, potentiated with lithium; CHO-M1 cells, IP1 TR-FRET (IP-One), carbachol + lithium; Potency, µM (doses to about 59.4 µM), for the others: top-dose activity, negative = IMPase inhibition, most hits filed as inhibitors; actives 0.35% (n = 210,000); AID 1457;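 note: IP1 builds up when IMPase is blocked and the TR-FRET signal falls; potency is the fitted concentration of half-maximal effect; plate controls were basal vehicle for no effect and high inhibitor control for full effect; nearly all actives have a fitted effect of over 50% in size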
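Steps: plate 2000 CHO-M1 cells per well and culture 16–30 h; add compound and lithium; incubate 30 min, 37C; add d2-IP1 tracer and Eu cryptate anti-IP1 antibody in lysis buffer; read after 10 min at room temperature.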
Numbers without * were called inactive; ? = inconclusive; nt = not tested or not shown; & = joins results of further samples; [ ] = remark or other dose. Unless noted, calls come from the whole dose curve; as a rule, active = well fitted curve in the direction sought with a large enough effect; inconclusive = small, poorly fitted or top-dose-only effect, or another doubt; inactive = no such curve, though single readings can be large; an effect the other way counts as inactive or inconclusive. The list is partial, so the mix of outcomes need not match the whole.

entry	SMILES	NPSR antagonist	Lamin A splicing	CBFb-RUNX1 inh	KinaseGlo FLuc	GLA spleen mod	Epigenetic reg	IMPase Li cell
1	COc1cccc(CN2CCN(Cc3ccon3)CC2CCO)c1 (stereo not given)	-24%	nt	11%	nt	4%	-1.2%	1%
2	O=C(/C(=N/N=C/c1ccc(O)c(O)c1)c1ccccc1)c1ccccc1	-52%	-8%	?	2%	-4%	?	2%
3	Cc1ccc(C(=O)NNC(=O)c2nn(-c3ccc(F)cc3)ccc2=O)cc1	4%	nt	-1%	nt	-3%	-1.1%	nt
4	CN(C)C(CNC(=O)CCCOc1ccccc1)c1ccco1 (stereo not given)	2%[46.1 µM]	1%	2%	-3%	11%	-4.8%	51%[activator][38.3 µM]
5	N#CC1=C(N)N(c2ccc(F)cc2)C2=C(C1c1ccc(O)cc1)S(=O)(=O)CC2 (stereo not given)	-35%	?	?	?	-4%	1.1%	11%
6	C=CCNC(=O)c1onc(CSc2cc(C)cc(C)c2)c1C(=O)O	2%[46.1 µM]	?	-1%	6%	0%	-0.9%	-12%[38.3 µM]
7	Cc1ccc(S(=O)(=O)/C(C#N)=C/c2c(N3CCN(C)CC3)nc3c(C)cccn3c2=O)cc1	?	7%	2%	-2%	3%	-1.1%	2%[38.3 µM]
8	COc1ccccc1NS(=O)(=O)c1cccs1	-4%[46.1 µM]	17%	7%	-2%	-1%	0.8%	29%[38.3 µM]
9	CCOC(=O)c1nc(N)c(=O)n(-c2ccc(C)cc2)n1	6%[46.1 µM]	-3%	5%	0%	-1%	0.0%	4%
10	O=[N+]([O-])c1ccc(O)c(/C=N/Nc2ccc(Cl)nn2)c1	-16%[46.1 µM]	?	-23%	-4%	-8%	-1.2%	3%[38.3 µM]
11	C=CCNC(=O)NC(=O)COC(=O)[C@H](C)NS(=O)(=O)c1c(C)c(C)cc(C)c1C	6%	nt	2%	nt	-4%	-1.8%	nt
12	CCC(C)NC(=O)CN(C1CCCCC1)S(C)(=O)=O (stereo not given)	9%	nt	22%	-2%	-3%	0.0%	0%
13	Cc1ccc(NC(=O)Nc2cccn(Cc3c(F)cccc3Cl)c2=O)cc1	-13%	-6%[46 µM]	2%	-2%	3%	16%	14%
14	CC(=O)c1ccccc1OCC(O)CN1CCN(C(c2ccccc2)c2ccccc2)CC1 (stereo not given)	-7%[46.1 µM]	?	-13%	-1%	-6%	-0.9%	24%
15	O=C(CN(C(=O)CCC(=O)Nc1nccs1)c1ccc(F)cc1)NCc1ccco1	?	0%	-2%	3%	-3%	-1.0%	-3%[38.3 µM]
16	Cc1sc2nc(SCC(=O)N(CCO)CCO)nc(N)c2c1C	-21%	5%[46 µM]	0%	-3%	2%	1.4%	6%
17	CCCCn1c(/N=C/c2ccccc2NS(=O)(=O)c2ccc(C)cc2)nc2ccccc21	-11%	?	7%	-1%	28%	0.0%	16%
18	Cc1cccc(NC(=O)NNC(=O)c2nn(C)cc2Br)c1	9%	?	-21%	-3%	5%	-0.9%	10%
19	CCOc1cc(/C=N/n2cnnc2)ccc1OCC(=O)Nc1ccccc1OC	-19%[46.1 µM]	-4%	-2%	-1%	2%	-1.0%	13%[38.3 µM]
20	CC(=O)/C(=N\Nc1cccc(Cl)c1)Sc1cccc2cccnc12	21%	-9%	-5%	-1%	11%	?	3%
21	CNC(=O)CSc1nnc(-c2ccco2)n1-c1ccc(C)cc1	6%[46.1 µM]	-10%	2%	-4%	-2%	0.0%	-5%
22	CC1(OC(=O)c2cnc3ccccc3n2)C(=O)C=C2C=C3CCCN3C=C2C1=O (stereo not given)	nt	-24%[9.22 µM]	3%[13.1 µM]	-11%[7.66 µM]	3%[17.5 µM]	nt	-1%
23	CC(C)CC(NC(=O)C1CCC(C)CC1)C(=O)NCc1cccnc1 (stereo not given)	-13%[46.1 µM]	10%	-1%	1%	-3%	-4.5%	-9%[38.3 µM]
24	COc1ccc(-c2cc(C)nc(SCC(=O)c3cccc([N+](=O)[O-])c3)n2)cc1	-11%[46.1 µM]	20%	-28%	-2%	16%	-2.3%	6%[38.3 µM]
25	C/C(=N\NC(=S)NC(C)C)c1ccccc1OC(F)F	-34%	?	0%	-4%	2%	?	8%
26	COc1nc2ccccc2cc1-c1noc(-c2cccnc2)n1	-14%[46.1 µM]	-6%	14%	-5%	0%	8.8%	?
27	COc1ccc(O)c(-c2[nH]ncc2C(=O)c2ccccc2C)c1	-15%[46.1 µM]	?	-10%	-4%	-6%	-0.2%	16%[38.3 µM]
28	COC(=O)c1c(C)[nH]c(C(=O)CSc2ncnc3sc(-c4ccccc4)cc23)c1C	-17%	-5%	-11%	1%	-12%	2.9%	0%
29	CC(=O)/C(N=Nc1ccc2c(c1)OCO2)=C(\C)O	-1%	?	-1%	?	4%	-1.3%	0%
30	Cc1ccc(C)c2sc(NC(=O)c3ccc(N4C(=O)CCC4=O)cc3)nc12	?	7%	7%[2.36 µM]	-3%	2%	-1.7%	-10%

Random excerpt: 2 compounds from above, in no set order.
entry	SMILES	NPSR antagonist	Lamin A splicing	CBFb-RUNX1 inh	KinaseGlo FLuc	GLA spleen mod	Epigenetic reg	IMPase Li cell
24	COc1ccc(-c2cc(C)nc(SCC(=O)c3cccc([N+](=O)[O-])c3)n2)cc1	-11%[46.1 µM]	20%	-28%	-2%	16%	-2.3%	6%[38.3 µM]
28	COC(=O)c1c(C)[nH]c(C(=O)CSc2ncnc3sc(-c4ccccc4)cc23)c1C	-17%	-5%	-11%	1%	-12%	2.9%	0%

Next part
entry	SMILES	NPSR antagonist	Lamin A splicing	CBFb-RUNX1 inh	KinaseGlo FLuc	GLA spleen mod	Epigenetic reg	IMPase Li cell
31	CCCC(=O)NC(=S)NNC(=O)c1ccc([N+](=O)[O-])cc1	5%	?	0%	1%	-6%	-1.1%	-2%
32	CCCCCCCNC(=O)c1ccc(N2CCC3(CC2)OCCO3)c([N+](=O)[O-])c1	-38%	?	-13%	-1%	-4%	0.0%	31%[activator]
33	CC(C)CCNC(=O)[C@H](CSCc1ccccc1)N1Cc2ccccc2C1=O	-21%	-10%	-3%[2.36 µM]	-4%	2%	-4.4%	6%
34	CCN(CC)S(=O)(=O)c1cccc(C(=O)N[C@H](C(=O)Nc2nc3ccc(F)cc3s2)C(C)C)c1	-36%	?	-1%	5%	-11%	-1.1%	-23%
35	Fc1ccc2[nH]c3c(Cl)ncnc3c2c1	27%	-5%[46 µM]	14%	-5%	-2%	2.3%	-5%
36	[N-]=[N+]=Nc1nc2c(N)ncnc2n1C1OC(CO)C(O)C1O (stereo not given)	nt	?	nt	-1%	5%	1.8%	6%
37	CCN(CCS(=O)(=O)c1ccc(Cl)cc1)C(=O)Nc1ccc(Cl)cc1	18%	nt	-22%	nt	6%	-2.3%	nt
38	CCCCC1=CC2=CC(=O)C(C)(OC(=O)CC)C(=O)C2=CN1CCN1CCOCC1 (stereo not given)	10%	4%[9.22 µM]	-3%[13.1 µM]	7%[7.66 µM]	5%[17.5 µM]	-2.3%	6%
39	CC(=O)NNC(=S)NC(=O)c1cccc([N+](=O)[O-])c1	7%	-1%	-3%	1%	-1%	1.0%	-2%
40	COc1cccc(Cn2c(=O)cnc3cnc(N(C)C)nc32)c1	nt	-9%	nt	nt	10%	nt	15%
41	O=C(/C=C/c1ccc(Cl)cc1Cl)N1CCN(c2ccccc2[N+](=O)[O-])CC1	-23%	?	4%	0%	10%	-1.8%	-8%
42	O=C(O)c1ccccc1C(=O)Nc1ccc(-n2nccc2C(F)(F)F)cc1	-28%	-24%[46 µM]	22%	nt	-3%	-1.1%	nt
43	COc1ccc(CCNC(=O)c2ccc(CS(=O)(=O)c3ccc(C)cc3)o2)cc1OC	1%[46.1 µM]	?	-6%	-3%	0%	-9.9%&-4.4%	6%[38.3 µM]
44	O=C(CN1CCN(Cc2ccccc2F)C1=O)NCc1cccnc1	-13%[46.1 µM]	0%	9%	-1%	-1%	-0.8%	20%[38.3 µM]
45	O=C(O)c1ccccc1Nc1ccc([N+](=O)[O-])cc1C(=O)O	5%	nt	4%	nt	0%	0.1%	nt
46	O=C(CN1CCCC1)Nc1ccc(-c2nc3cc(NC(=O)CN4CCCC4)ccc3o2)cc1	2%[46.1 µM]	-6%	2%	-3%	9%	-2.1%	4%[38.3 µM]
47	COc1ccccc1NC(=O)Nc1sccc1-c1nc2ccccc2s1	23%	nt	-11%	nt	2%	2.0%	nt
48	CC1CN(c2ncnc3c2oc2ccccc23)CC(C)O1 (stereo not given)	-9%[46.1 µM]	0%	-4%	-2%	11%	-0.2%	8%[38.3 µM]
49	c1ccc(CSc2nnc3c4ccccc4c4ccccc4c3n2)cc1	3%	nt	6%	0%[7.66 µM]	1%	0.0%	1%
50	C/C(=N\N=C1\NC(=O)C(Cc2ccccc2)S1)c1ccccc1 (stereo not given)	-13%	-29%[46 µM]	11%	0%	2%	8.7%	6%
51	CCCC(=O)Nc1sc(C)c(-c2ccc(OC)cc2)c1C#N	4%	-2%	6%	0%	3%	0.0%	-23%
52	CCCCC(CCCCl)C(=O)Nc1ccccc1 (stereo not given)	-13%	26%[46 µM]	4%	-2%	5%	0.0%	5%
53	O=C(CSc1nccc(-c2cccs2)n1)Nc1cccc(Cl)c1Cl	38%	?	?	nt	8%	1.1%	nt
54	CCN(CCNC(=O)Cn1cc2c(n1)CCCC2)c1ccccc1	-11%[46.1 µM]	-14%	1%	1%	4%	0.0%	0%[38.3 µM]
55	O=C(O)C1CCN(c2ccc(Cl)nn2)CC1	3%	?	6%	-1%	3%	-2.1%	-1%
56	CCN(CC)S(=O)(=O)c1cc(NS(=O)(=O)c2c(Cl)cccc2Cl)ccc1C	-5%	?	2%	3%	0%	-0.9%	21%
57	CCOc1ccc2sc(NS(=O)(=O)c3ccc(N)cc3)nc2c1	3%	9%[46 µM]	5%	nt	-15%	1.1%	nt
58	Cc1nc(C(=O)N(C)C)nn1-c1ccc(Cl)cc1Cl	7%[46.1 µM]	1%	6%	1%	-17%	-2.0%	9%[38.3 µM]
59	O=C1CS/C(=N\N=C\c2ccccc2Cl)N1CC1CC1	5%	nt	1%	nt	2%	0.2%	nt
60	COc1cc(NC(=O)c2ccco2)c(C(=O)O)cc1OC	-10%[46.1 µM]	1%	0%	3%	-4%	4.5%	-1%[38.3 µM]
61	CNC(=S)N(CCc1c(C)[nH]c2ccc(C)cc12)Cc1cccs1	-47%	5%[9.22 µM]	-13%	1%	-14%	-3.7%	5%
62	O=C1CCCc2nc(N3CCCCC3)sc21	10%[46.1 µM]	10%	1%	-2%	3%	1.1%	20%[38.3 µM]
63	O=C(N/N=C1/CC2C=CCC12)c1ccco1 (stereo not given)	3%	?	-12%	-8%	-5%	-1.3%	-2%
